Assay outcomes from PubChem BioAssay.
GalR3 antag = antagonists of human GalR3; HEK293 GalR3-CNG cAMP membrane potential fluorescence; galR3 body fused to GalR1 C-terminus; inhibition, % at 3 µM; 360,000 tested, 0.44% active; AID 651719;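 active = inhibition above the screen-wide average plus 3 SD, cut at about 13% in these data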;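 also: forskolin and galanin both at EC90 stimulate the cells; cAMP rise reported by CNG channel membrane potential dye signal; 0% = forskolin plus galanin with DMSO and 100% = forskolin alone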
p-CIP stab down = compounds decreasing mouse p/CIP protein stability; Q05BA5; F442A p/CIP-EGFP cells, EGFP fluorescence, 16 h; AID 1984; decrease of EGFP signal, % at 10 µM; 290,000 tested, 0.01% active;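 active = EGFP signal decrease of at least 30% at 10 µM or well 3 SD below plate mean, unless failing retest; inactive = the rest, including hits failing retest or dose response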; also: some compounds called inactive have numbers as strong as hits; many of its hits are not listed in these tables
PHOSPHO1 inh = inhibitors of human PHOSPHO1 phosphatase; Q8TCT1; recombinant PHOSPHO1, absorbance phosphatase assay; inhibition, % at 13.3 µM; 290,000 tested, 1.1% active; AID 1565; in the data active = inhibition above about 60%
M4 PAM = potentiates acetylcholine response at human M4 receptor; P08173; AID 624126; 360,000 tested, 0.4% active; activation, % at 3 µM; CHO-K1 hM4/Gqi5, Fluo-8 calcium fluorescence, ACh EC20; 0% = ACh EC20, 100% = maximal ACh;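 active = activation above its plate's cutoff, the mean activation of sample wells plus 3 SD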; also: some results filed as inactive read as strong as hits
MEKK3 PB1 HTS = modulators (inhibitors or enhancers) of MEK5 binding to human MEKK3 PB1 domain. binding response (% of control), % at 10 µM. Q99759. bead-based flow cytometry, Alexa488-MEK5 binding to MEKK3; actives lie on both sides; 0 = blocked by unlabeled MEK5, 100 = vehicle. 290,000 tested, 1.4% active;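 active = binding response more than 3 SD above or below the average of its plate-row segment, actives on both sides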;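 also: Alexa488 bead fluorescence after subtracting the streptavidin-only scavenger bead signal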
CRFBP-R2 agonist = agonists of human CRF-binding protein/CRF-R2 receptor complex; HEK293 CRF-R2/CRF-BP, calcium dye fluorescence (FLIPR); percent of saturating CRF peptide response; activation, % at 13.2 µM; 350,000 tested, 0.46% active; AID 588473;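 active = activation of at least 50%, plus an integration ratio under a set limit after plate pattern correction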;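 also: plate controls were neutral control wells without compound for no effect and CRF at EC100 for full effect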
IDE cell activ = boosts human insulin-degrading enzyme activity in HEK cells. P14735. FAbeta-B cleavage, fluorescence polarization; 0% vehicle, 100% cell-free pure enzyme wells. activation, % at 5.96 µM. 340,000 tested, 0.073% active. AID 493087;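 active = activation above the mean of all tested compounds plus 3 SD, set per screening campaign, cut at about 17% in these data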
Target sequence (P14735 whole entry, looked up): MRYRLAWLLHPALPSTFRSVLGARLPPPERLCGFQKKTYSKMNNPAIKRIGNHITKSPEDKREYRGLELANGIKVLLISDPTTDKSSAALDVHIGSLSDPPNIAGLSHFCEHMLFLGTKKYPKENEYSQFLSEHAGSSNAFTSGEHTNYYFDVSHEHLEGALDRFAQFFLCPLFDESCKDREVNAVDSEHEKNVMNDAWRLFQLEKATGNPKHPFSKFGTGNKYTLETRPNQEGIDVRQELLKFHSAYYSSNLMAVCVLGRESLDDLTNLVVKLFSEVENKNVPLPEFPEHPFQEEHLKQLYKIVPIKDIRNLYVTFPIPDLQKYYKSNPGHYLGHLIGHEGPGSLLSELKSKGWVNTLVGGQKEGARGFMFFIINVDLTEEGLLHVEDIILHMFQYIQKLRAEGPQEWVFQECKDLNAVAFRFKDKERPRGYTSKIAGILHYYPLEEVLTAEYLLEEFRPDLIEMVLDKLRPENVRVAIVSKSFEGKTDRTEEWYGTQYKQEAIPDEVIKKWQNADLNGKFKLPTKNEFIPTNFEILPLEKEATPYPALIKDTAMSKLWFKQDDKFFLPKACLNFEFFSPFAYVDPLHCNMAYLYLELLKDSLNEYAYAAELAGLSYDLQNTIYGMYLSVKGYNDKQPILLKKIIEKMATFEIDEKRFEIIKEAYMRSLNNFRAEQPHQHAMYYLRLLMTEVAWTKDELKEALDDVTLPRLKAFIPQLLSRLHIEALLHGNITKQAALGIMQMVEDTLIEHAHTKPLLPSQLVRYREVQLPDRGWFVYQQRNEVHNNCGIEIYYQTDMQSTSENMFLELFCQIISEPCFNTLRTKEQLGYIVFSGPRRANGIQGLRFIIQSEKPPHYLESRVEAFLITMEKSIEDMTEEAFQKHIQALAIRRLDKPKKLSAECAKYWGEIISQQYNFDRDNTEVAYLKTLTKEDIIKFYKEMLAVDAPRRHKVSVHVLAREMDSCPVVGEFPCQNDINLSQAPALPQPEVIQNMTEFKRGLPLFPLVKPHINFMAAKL
CRFBP-R2 block = CRF-BP/CRF-R2 complex antagonism; HEK293 CRF-R2/CRF-BP, CRF-induced calcium fluorescence; inhibition, % at 11.8 µM; 350,000 tested, 0.59% active;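 active = inhibition of the ligand-induced calcium signal above about 50% at the single tested concentration, limit read from the data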
IDE inh = inhibits human insulin-degrading enzyme in HEK cells | P14735 | FAbetaB cleavage, fluorescence polarization | inhibition, % at 5.59 µM | 320,000 tested, 0.41% active;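 active = percent inhibition above the average of all tested compounds plus 3 SD, set per screening campaign, cut at about 16% in these data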;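 also: IDE supplied by intact live HEK cells; FP after avidin binding of uncleaved biotin substrate so inhibition keeps polarization high; 0% = DMSO wells and 100% = 60 µM reference IDE inhibitor Ii1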
The depositor's hits bear a star; . = no result given; [ ] = remark or other dose. Not a hit list. About 4.2% of those tested had a hit in this group.

smiles,CRFBP-R2 block,PHOSPHO1 inh,GalR3 antag,MEKK3 PB1 HTS,IDE cell activ,IDE inh,p-CIP stab down,CRFBP-R2 agonist,M4 PAM
CN(C1CCCCC1)S(=O)(=O)c1ccc(S(=O)(=O)N2CCCC2)cc1,-6,10,3,107,2,6,-12,-1.2,-14
O=C1C2CCCN2C(=O)N1CCN1CCN(CCO)CC1 (centres undefined),-8,-7,-2,92,4,-1,-17,-0.2,-4
Cc1nn(C)cc1C(C)NC(=O)c1cc(COc2ccc(F)c(F)c2)on1 (centres undefined),-7,4,-6,94,-2,10,-8,1.0,0
CC(C)N1CCC(N2CCN(Cc3cccc4nonc34)CC2CCO)CC1 (centres undefined),-2,8,-4,96,3,2,-9,0.1,-1
Cc1ccc(NC(=O)CSc2nnc(-c3cnccn3)n2-c2ccccc2)cc1,0,28,-5,107,-11,6,-2,-3.4,7
Cc1ccccc1NC(=O)Cn1c(=O)n(Cc2ccccc2)c(=O)c2c(C)c(C)sc21,-7,-18,1,104,-1,-1,14,4.0,-4
Cc1ccccc1CN1C(=O)[C@@H]2Cc3c([nH]c4ccccc34)C(C)(C)N2C1=O,-25,.,-7,103,1,3,.,0.7,3
CCOC(=O)C1CCCN(C(=O)c2cccc(S(=O)(=O)N(C)c3c(C)n(C)n(-c4ccccc4)c3=O)c2)C1 (centres undefined),-6,-17,0,102,5,-2,0,-1.5,2
COc1cc(NC(=O)c2onc(C)c2Cl)c(OC)cc1Cl,-8,-2,1,95,3,1,-8,0.6,5
COc1ccc(NC(=O)COc2ccc(C(=O)OCC(=O)N(C)C3CCS(=O)(=O)C3)cc2OC)cc1 (centres undefined),-1,12,0,96,4,0,15,-0.3,0
Cc1cccc(-n2c(C)cc(C(=S)N3CCOCC3)c2C)c1C,16,35,-9,98,2,3,-2,-1.9,0
NS(=O)(=O)c1cc(C(=O)NCCOc2ccccc2)c(Cl)cc1Cl,-13,9,0,97,2,4,-3,-4.2,1
Cc1cc(NC(=O)CSCC(=O)N(c2cccc(Cl)c2)C(C(=O)NC2CCCCC2)c2ccc(O)c(O)c2)no1 (centres undefined),4,-4,4,97,1,-1,-3,-1.5,-4
COc1ccc(NC(=O)CSc2ccc3nnc(CCNC(=O)c4ccccc4)n3n2)cc1OC,-10,35,3,99,4,-6,-5,-0.8,0
O=C(c1ccncc1)N1CCN(S(=O)(=O)c2cccc([N+](=O)[O-])c2)CC1,3,.,3,.,2,3,.,-1.0,10
CN(C)c1cc(N/N=C/c2ccccc2C(F)(F)F)nc(N(C)C)n1,-4,9,-9,100,4,5,-2,-0.1,-3
CN(C(=O)COc1ccc(Oc2ccccc2)cc1)C1CCS(=O)(=O)C1 (centres undefined),7,43,-1,99,0,-4,13,0.6,-3
COc1ccc(CNC(=S)Nc2ccccc2F)cc1,8,34,-4,106,2,1,8,-0.3,2
Cc1cc(NCc2ccccc2)n2ncc(-c3ccccc3)c2n1,-10,20,-3,106,0,10,2,-0.5,-15
Cc1cc(C)c(OCCCn2ccnc2)c(C)c1,10,8,-9,101,1,.,-2,0.1,3
Cc1ccc(CCNC(=O)C2CC(=O)N(CCc3ccccc3)C2)cc1 (centres undefined),11,-16,-3,102,2,-1,-11,-1.9,0
CCOc1ccc(CNC(=O)c2ccc(Sc3ccc(C)cc3)c(NC(C)=O)c2)cc1,25,10,-2,100,6,-7,-2,2.3,1
Cc1c(NC(=O)COc2cccc(F)c2)c(=O)n(-c2ccccc2)n1C,1,.,-7,.,8,1,.,-0.8,-4
Cc1nn(Cc2ccccc2Cl)c(Cl)c1/C=C/C(=O)OCC(=O)NC1CCS(=O)(=O)C1 (centres undefined),37,-5,-2,96,-7,2,18,-9.1,-3
Cn1nc(OC(=O)Nc2ccccc2)cc1C(F)(F)F,.,-11,.,107,.,3,-6,.,.
O=C(NCc1cccs1)c1ccc(CS(=O)Cc2ccccc2Cl)o1 (centres undefined),-18,21,-5,97,-7,-2,-2,-1.6,-8
CCc1cccc(C)c1N(C(=O)Cn1c(COC)nc2ccccc21)C(C)COC (centres undefined),-13,15,10,114,2,-1,2,0.7,-2
CC1CCN(S(=O)(=O)c2ccc(C(=O)NCc3ccc4c(c3)OCO4)cc2)CC1,29,0,-7,102,8,4,-6,-1.9,-17
Cc1cc(C(=O)NC2CCCc3c2cnn3-c2ccc(C(C)(C)C)cc2)nn1C (centres undefined),-1,18,97*,101,4,6,-25,-0.9,-9
O=C(NCc1cccnc1)c1ccc(Cn2cc(C(F)(F)F)ccc2=O)cc1,-10,4,-5,69*[inhibitor],7,-3,6,-0.9,-5
Cn1c(=O)c2c(ncn2CC(=O)Nc2cccc(S(=O)(=O)Nc3ccccc3F)c2)n(C)c1=O,8,0,2,103,4,0,0,-1.3,3
COc1ccccc1CC(=O)Nc1ccc2c(c1)C(=O)NC2=O,-2,56,0,57,-1,-4,2,-1.1,8
COc1cc2[nH]c(C(=O)N3CCN(C)CC3)cc2c(OC)c1OC,4,31,-12,100,5,-3,-2,-0.8,0
COC(=O)c1ccccc1NC(=O)NC1CC1,4,34,-7,102,1,2,-12,0.2,2
C[C@H](CO)N1C[C@H](C)[C@@H](CN(C)S(=O)(=O)c2ccc(F)cc2)Oc2c(NC(=O)NC3CCCCC3)cccc2C1=O,3,.,-9,.,6,0,.,-0.3,0
O=C(CCSc1ccccn1)c1ccccc1,-6,0,-2,97,4,5,-6,1.6,-1
Brc1cccc(-c2nnc3sc(CN4CCCCC4)cn23)c1,-6,6,-4,96,2,1,-5,-1.1,1
CC(C)Oc1ccc(C(=O)NC(Cc2c[nH]c3ccccc23)C(=O)NN)cc1 (centres undefined),-2,42,-7,100,.,1,-4,4.2,-1
Cc1cc2c(NC(=O)Nc3ccccc3)cccc2nn1,-6,20,-7,101,5,-4,-7,-0.4,-4
Cc1ccccc1C(=O)NCC(=O)NCC1(N2CCOCC2)CCCCC1,-2,.,-1,.,3,1,.,-0.4,5
COc1cc(/C=N/NC(=O)c2ccc(Cl)cc2)ccc1OCC(=O)N1CC(C)OC(C)C1 (centres undefined),-31,-29,-3,52*[inhibitor],2,-6,-10,12,-13
O=C(NC(=S)NC1CCCCCC1)c1cncc(Br)c1,-100,15,6,99,8,0,3,-0.9,-2
COc1ccc(-c2nn(-c3ccccc3)cc2C(=O)N2CCN(S(=O)(=O)c3ccccc3C#N)CC2)cc1,-5,.,6,.,5,-5,.,1.3,-2
O=C(NC1CCCCC1)N1CCC(c2nc3ccccc3[nH]2)CC1,36,45,-4,100,0,6,-6,-1.1,-2
Cc1ccc(NC(=O)CSc2nncs2)cc1Cl,9,.,-9,.,1,0,.,0.5,-3
CCOc1cc(NC(=S)NCCOC)c(OCC)cc1NC(=O)c1ccco1,10,19,-5,98,8,5,-24,-1.8,-1
Cc1occc1C(=O)N1CCN(c2ncccn2)CC1,-2,30,2,100,-3,4,0,0.4,0
Cc1cccc(CSC2=NCCN2S(=O)(=O)c2ccc(F)cc2)c1,5,36,2,104,4,3,-7,3.0,-10
Cc1ccc(S(=O)(=O)N2CCCOC2CNC(=O)C(=O)NCCCn2ccnc2)cc1 (centres undefined),-6,-5,-6,94,-1,0,-22,2.5,-3
O=C(CSc1ccc(-c2cccs2)nn1)Nc1ccccc1,-6,6,-5,110,-1,-1,11,-3.2,-8
Cc1ccc(NC(=O)COc2ccc(/C=N/NC(=O)CSCc3ccccc3)cc2)cc1,11,2,-5,104,-4,7,-13,1.1,8
Cc1cccc(C)c1NC(=O)CSc1nc2[nH]c(=O)cc(O)c2s1,-13,.,2,.,4,-2,.,1.0,6
CN(c1cccnc1)c1ncnc2[nH]ncc12,-7,46,-5,91,1,-5,-21,2.0,5
O=C(NN1CCOCC1)c1ccc([N+](=O)[O-])cc1,2,36,-8,100,2,.,-6,0.2,-6
COc1ccccc1N1CCN(Cc2cc(=O)c(OCC(=O)NC3CCCC3)co2)CC1,6,.,-4,.,5,11,.,-1.1,0
O=C(Nc1ccc(F)cc1)c1ccc(CN2CCc3ccccc3C2)cc1,22,34,103*,99,7,11,-12,1.0,-7

Next compounds follow.
smiles,CRFBP-R2 block,PHOSPHO1 inh,GalR3 antag,MEKK3 PB1 HTS,IDE cell activ,IDE inh,p-CIP stab down,CRFBP-R2 agonist,M4 PAM
COC(=O)c1[nH]c2ccc(Cl)cc2c1NC(=O)C1CC1,-10,18,0,.,4,-7,4,0.9,18
Cc1ccc(C)c(NC(=O)c2nnn(Cc3ccccc3)c2N)c1,3,18,-1,105,4,2,-5,-0.7,2
CCOC(=O)c1ccc(NC(=O)CCS(=O)(=O)Cc2ccccc2)cc1,9,63*,-1,98,5,8,-5,1.4,2
COc1ccc(NC(=S)N(CCCN2CCOCC2)Cc2ccco2)cc1,2,-7,1,100,3,6,-2,-2.4,-10
CC(C)OC(=O)c1cc2c(ccn2C)n1CC(=O)N1CCC(Cc2ccccc2)CC1,30,57,-5,107,0,-7,-8,-1.8,3
CCCSCCCNC(=O)Cn1cc2c(n1)CCC(C)C2 (centres undefined),-7,6,4,103,9,4,-6,0.6,-2
COc1ccc(-c2nc3ccccn3c2NC2CCCCC2)cc1SC1CCCCC1,-2,.,4,.,8,-5,.,-0.6,-12
Cc1ccc2c(c1)NCCO2,13,-12,-4,107,5,-5,-9,0.2,-3
O=C(CSc1nnc(CNC(=O)C23CC4CC(CC(C4)C2)C3)n1-c1ccc(F)cc1)Nc1ccc(F)cc1,-25,-3,-4,103,0,-1,-18,0.0,10
Cn1cccc1-c1nc2ccccc2[nH]1,8,-29,-4,101,8,7,-1,1.4,-2
NC(=O)CNC(=O)c1cccc(Cl)c1,-8,16,-1,101,3,-4,-11,0.3,9
COc1ccc(CCNC(=O)C2(c3ccccc3)CC2)cc1,-6,43,-4,98,2,4,-13,0.9,0
Cc1nnc(N2CCCC(C(=O)NCc3ccccc3F)C2)c2nn(-c3ccccc3)c(C)c12 (centres undefined),2,17,5,102,1,-3,7,-1.4,-1
O=C(CSc1nnc(-c2ccc(O)cc2)n1Cc1ccccc1)NNC(=O)c1ccc(Br)cc1,18,-2,-10,97,0,-2,-5,1.0,-1
O=c1c2cc(O)c(O)cc2oc2cc(O)c(C3OC(CO)C(O)C(O)C3O)c(O)c12 (centres undefined),7,.,-4,.,6,-2,.,2.7,10
COc1ccc(Cl)cc1-c1nc(SCC(=O)NC(C)(C)C)n[nH]1,-3,28,0,100,5,1,5,-1.0,2
O=C(CN1CCC(n2nnc3cc(F)ccc32)CC1)NCCc1ccccc1,-3,14,3,118,-1,2,-49,-1.0,13
Cc1ccc(OCC(=O)N/N=C/c2cn(Cc3ccccc3)c3ccccc23)cc1,-4,17,1,143*,4,4,-6,0.6,-1
COc1ccc(C)cc1NC(=O)CSc1nnnn1Cc1ccccc1,13,-3,-3,102,3,-2,5,-0.7,1
CSc1nnc2c3cc(F)ccc3n(C)c2n1,0,19,-2,107,-1,-1,-9,-1.9,3
